Assay outcomes deposited in PubChem by Sanford-Burnham Center for Chemical Genomics.
hIAP block – human IAP inhibition; P09923; purified IAP, CDP-Star luminescence, 30 min; inhibition, % at 10 µM; 330,000 compounds, 0.12% hits;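 active = inhibition reaching a set limit with compound at 10 µM in the primary screen, cut at about 35% in these data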;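 also: plate controls were DMSO wells with enzyme for no effect and no-enzyme buffer wells for full effect; values of inactives mirror those of a sister screen read the other way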
A3A deaminase – inhibitors of human APOBEC3A DNA deaminase. recombinant A3A, FAM/TAMRA ssDNA deamination fluorescence. inhibition, % at 20 µM. 330,000 compounds, 0.41% hits. AID 493011;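 active = at least 40% inhibition at 20 µM here, with at most 30% in a related deaminase screen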;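 also: plate controls were A3A with DMSO for no effect and wells lacking A3A enzyme for full effect; some results filed as inactive read as strong as hits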
Target sequence (P31941 whole entry, looked up): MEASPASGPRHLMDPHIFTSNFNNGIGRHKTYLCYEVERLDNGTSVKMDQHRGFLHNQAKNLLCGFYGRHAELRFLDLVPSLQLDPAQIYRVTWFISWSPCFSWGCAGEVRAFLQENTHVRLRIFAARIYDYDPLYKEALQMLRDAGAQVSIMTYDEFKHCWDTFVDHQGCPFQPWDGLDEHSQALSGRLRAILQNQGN
hIAP activ – increases human intestinal alkaline phosphatase activity; 330,000 compounds, 0.16% hits; activation factor at 10 µM; purified human IAP, CDP-Star luminescence, 30 min; active compounds read high; 1 = vehicle-only enzyme, 0 = enzyme-free background; AID 2524; P09923;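 active = activation factor of the enzyme at least 2-fold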; also: the source names both 10 and 20 µM as test concentration; values of inactives mirror those of a sister screen read the other way
NLRP3 yeast inh – inhibitors of NALP3 inflammasome in yeast. Yeast reconstituted NLRP3/ASC/caspase-1, beta-gal luminescence, 24 h. inhibition, % at 10 µM. 330,000 compounds, 0.39% hits;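 active = inhibition of 50% or more; inactive = inhibition below 50%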;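 also: plate controls were induced DMSO wells for no effect and uninduced yeast grown without galactose for full effect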
A3G deaminase – APOBEC3G (human) deaminase inhibition; AID 493012; inhibition, % at 20 µM; Q9HC16; 330,000 compounds, 0.28% hits; recombinant A3G, ssDNA deamination FAM/TAMRA fluorescence;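 active = inhibition of at least 40% at 20 µM, with no more than 30% in the related APOBEC3A deaminase screen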;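 also: plate controls were DMSO wells with A3G for no effect and wells lacking A3G enzyme for full effect; some compounds called inactive have numbers as strong as hits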
Target sequence (Q9HC16 whole entry, looked up): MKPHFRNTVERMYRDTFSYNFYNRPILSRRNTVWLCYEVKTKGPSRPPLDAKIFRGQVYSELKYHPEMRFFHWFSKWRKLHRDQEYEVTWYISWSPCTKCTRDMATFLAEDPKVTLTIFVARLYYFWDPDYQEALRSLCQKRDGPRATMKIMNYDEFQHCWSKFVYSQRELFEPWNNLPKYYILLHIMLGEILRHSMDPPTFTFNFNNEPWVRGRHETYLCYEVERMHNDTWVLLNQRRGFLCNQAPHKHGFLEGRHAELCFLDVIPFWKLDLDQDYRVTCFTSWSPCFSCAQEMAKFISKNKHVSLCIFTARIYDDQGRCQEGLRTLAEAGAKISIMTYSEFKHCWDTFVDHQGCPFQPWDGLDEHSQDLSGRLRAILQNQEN
beta cell repl – inducers of beta-cell replication in MIN6 cells | MIN6 cells proliferation, ATPlite luminescence, 48 h; cells starved in 0.2% serum; 100% = growth in 10% serum | proliferation, % at 10 µM | 330,000 compounds, 0.29% hits | AID 2380;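 active = compounds whose signal lies at least 3.5 SD above the mean of all wells on their plate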;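 also: 0% = DMSO-treated cells in low-serum medium and 100% = 10% serum control; some compounds called inactive have numbers as strong as hits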
mIAP act – mouse IAP activation. muIAP, CDP-Star luminescence, 30 min; active compounds read high; 1 = vehicle-only enzyme signal, 0 = enzyme-free wells. activation factor at 10 µM. 330,000 compounds, 0.24% hits;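 active = activation factor of at least 2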; also: the source names both 10 and 20 µM as test concentration; values of inactives mirror those of a sister screen read the other way
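also added = chemiluminescent substrate CDP-Star | test system = mouse IAP enzyme | signal = chemiluminescence readout | compound = DMSO-dissolved test compounds | incubation = 30 min at room temperature | benchmarks = DMSO wells, no-enzyme wells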
SENP1 inh – blocks the human SENP1 SUMO protease catalytic domain. Q9P0U3. recombinant SENP1 catalytic domain, CyPet-SUMO1-YPet FRET cleavage. 360,000 compounds, 0.21% hits. inhibition, % at 10 µM;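 active = inhibition at least 30% at 10 µM, raw YFP signal under a set limit, fluorescence ratio 0.5 to 1.5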;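 also: 0% = enzyme with DMSO and 100% = no enzyme wells; some results filed as inactive read as strong as hits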
Target sequence (Q9P0U3 419-644 limits assumed): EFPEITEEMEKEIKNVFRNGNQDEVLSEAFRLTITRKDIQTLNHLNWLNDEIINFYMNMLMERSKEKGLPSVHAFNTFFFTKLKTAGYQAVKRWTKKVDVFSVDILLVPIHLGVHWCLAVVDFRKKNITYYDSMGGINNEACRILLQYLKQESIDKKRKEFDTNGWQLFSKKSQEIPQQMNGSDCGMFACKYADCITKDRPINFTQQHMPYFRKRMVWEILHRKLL
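Assay system – human recombinant His6-tagged SENP1 catalytic domain enzyme · Input – SENP1 enzyme, 20 pM final · Buffer or medium – Tris pH 8 buffer plus EDTA, NaCl, BME, BSA, NP40, catalase · Schedule – 50 min reaction at room temperature · Technique – FRET read of cyan and yellow fluorescence · Control set – no-enzyme wells low, DMSO-plus-enzyme wells high control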
mIAP block – mouse IAP inhibition; purified mouse IAP, CDP-Star luminescence, 30 min; inhibition, % at 10 µM; 330,000 compounds, 0.2% hits; AID 2806;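 active = inhibition of at least 40% at 10 µM in the primary screen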;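 also: plate controls were DMSO with enzyme for no effect and no enzyme wells for full effect; values of inactives mirror those of a sister screen read the other way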
Starred values were filed as active, the others as inactive; . = no result given. The list is partial; the hit share may differ from the screen's.

Preview:
smiles	A3A deaminase	SENP1 inh	beta cell repl	NLRP3 yeast inh	A3G deaminase	mIAP block	hIAP activ	hIAP block	mIAP act
COc1ccc(Cc2noc(CN3CCNC(=O)CC3)n2)cc1OC	-2	0	0	10	-2	8	0.95	5	0.92
CCn1c(C)c(C)c2cc(C(=O)Nc3cccc(Cl)c3)ccc21	-6	2	-3	22	-5	-40	1.2	-19	1.4

This part in full, from the start:
smiles	A3A deaminase	SENP1 inh	beta cell repl	NLRP3 yeast inh	A3G deaminase	mIAP block	hIAP activ	hIAP block	mIAP act
COc1ccc(Cc2noc(CN3CCNC(=O)CC3)n2)cc1OC	-2	0	0	10	-2	8	0.95	5	0.92
CCn1c(C)c(C)c2cc(C(=O)Nc3cccc(Cl)c3)ccc21	-6	2	-3	22	-5	-40	1.2	-19	1.4
NC(=O)c1ccc(NC(=O)COC(=O)c2ccc(Cl)nc2)cc1	-1	2	-1	-3	-1	-8	1.1	-12	1.1
O=C(CC1C(=O)NCCN1C(=O)c1ccc(F)cc1)OCc1ccccc1 (stereo not given)	-5	3	-3	21	9	-3	0.95	5	1
CCOc1ccccc1NC(=O)COC(=O)c1cccc(-c2ccc(OC(C)=O)cc2)c1	2	0	5	13	0	-8	1	-2	1.1
Cc1ccc(S(=O)(=O)CCC(=O)NCc2ccccc2)cc1	-3	1	-1	12	-8	-6	0.96	4	1.1
COc1ccc(CCNS(=O)(=O)c2cccs2)cc1	1	1	-1	8	-1	-1	1.1	-15	1
COc1ccc(CNC(=O)CN2CCC(C(=O)c3ccc(OC)cc3)CC2)cc1	-4	-2	-1	24	-7	4	0.89	11	0.96
CC1CN(C(=S)SCCN2Cc3ccccc3C2=O)CC(C)O1 (stereo not given)	-2	-2	1	29	-4	-7	1	0	1.1
CC1CC(C)(C)CC2(C1)NC(=O)N(CC(=O)N(C)Cc1nc3ccccc3c(=O)[nH]1)C2=O (stereo not given)	0	-2	-3	1	-9	-6	1.1	-7	1.1
O=C(NCc1cccnc1)c1cccc(S(=O)(=O)Nc2cccc(Cl)c2)c1	-4	-2	-2	13	-8	-2	1.1	-6	1
Cc1cc2c(=O)n(C)c(SCC(=O)Nc3cccc(F)c3)nc2s1	-4	2	-2	9	-2	-5	0.92	8	1
CS(=O)(=O)Nc1ccc(C(=O)NCCSC2CCCCC2)cc1	0	-2	-1	8	-4	4	0.9	10	0.96
CC(=C1C(=O)c2ccccc2C1=O)N1CCN(c2ccccn2)CC1	-3	2	4	21	-8	-14	0.98	2	1.1
CCCCSc1ncc(C(=O)OCC)c(N)n1	0	0	-5	1	-2	25	0.97	3	0.75
O=C1CC(c2cccc(Cl)c2)CC(O)=C1C=NCCCO (stereo not given)	-2	-9	-1	2	-2	8	1.1	-9	0.92
Cc1nn(-c2cccc(Cl)c2)c(Cl)c1/C=N/NC(=O)c1cccnc1	-2	-1	-4	10	-9	-4	1.2	-19	1
COC(=O)Cc1ccc(NC(=S)NC(C)(C)C)cc1	0	6	-2	5	2	-2	0.94	6	1
O=C(O)c1cccc2sc3cc(Cl)ccc3c(=O)c12	-4	-148	0	10	11	-2	0.97	3	1
CCc1c(C)nc2ncnn2c1Nc1ccc(C)cc1	-3	-1	0	20	-9	-2	0.81	20	1
CNCCC=C1c2ccccc2CCc2ccccc21	0	2	-8	30	-4	-12	0.88	12	1.1
O=C(CN(CCO)c1ccccc1)NC12CC3CC(CC(C3)C1)C2	-3	2	0	4	0	6	1	-4	0.94
CCOc1ccc(C/C(N)=N/n2cnnc2)cc1	-4	2	3	-1	-8	-11	1.2	-17	1.1
Cc1nc2c(n1C1CCCCC1)C(=O)c1ccccc1C2=O	-1	4	-3	-22	-5	12	0.82	18	0.88
CCSc1ccccc1C(=O)NCc1cccnc1	-3	1	-4	20	-11	-4	0.91	9	1
C=CCNc1nc(-c2cccc(OC)c2O)nc2ccccc12	0	3	7	23	0	4	1	-2	0.96
CN(C)CCNC(=O)C(=O)C1C(=O)Nc2ccccc21 (stereo not given)	-6	.	-2	12	-11	-8	1.1	-5	1.1
COc1ccc(N2CCN(C(CNS(=O)(=O)c3cccs3)c3cccnc3)CC2)cc1 (stereo not given)	6	-3	-1	7	-3	-2	0.94	6	1
CC(=O)c1c(C)[nH]c(C(=O)OC(C)C(=O)Nc2cc(S(=O)(=O)N3CCCCC3)ccc2Cl)c1C (stereo not given)	-3	0	0	-7	-6	-5	1	-5	1
CN1CCCC1CCNS(=O)(=O)c1ccc(Br)cc1 (stereo not given)	-1	-7	-3	7	-4	2	1	-3	0.98

For convenience, some entries already given:
smiles	A3A deaminase	SENP1 inh	beta cell repl	NLRP3 yeast inh	A3G deaminase	mIAP block	hIAP activ	hIAP block	mIAP act
COC(=O)Cc1ccc(NC(=S)NC(C)(C)C)cc1	0	6	-2	5	2	-2	0.94	6	1
O=C(O)c1cccc2sc3cc(Cl)ccc3c(=O)c12	-4	-148	0	10	11	-2	0.97	3	1
CCc1c(C)nc2ncnn2c1Nc1ccc(C)cc1	-3	-1	0	20	-9	-2	0.81	20	1
CNCCC=C1c2ccccc2CCc2ccccc21	0	2	-8	30	-4	-12	0.88	12	1.1
O=C(CN(CCO)c1ccccc1)NC12CC3CC(CC(C3)C1)C2	-3	2	0	4	0	6	1	-4	0.94

Other results:
smiles	A3A deaminase	SENP1 inh	beta cell repl	NLRP3 yeast inh	A3G deaminase	mIAP block	hIAP activ	hIAP block	mIAP act
CC(C)CCN=CC1=C(O)CC(c2ccccc2)CC1=O (stereo not given)	2	1	0	18	-4	6	1	-3	0.94
CCCc1nc2sc3c(c2c(=O)n1NC(=O)CCC(=O)OC)CCCC3	2	2	-2	20	-3	-4	1	0	1
COc1ccc(C(=O)n2c(SC)nc3cc4c(cc32)OCCO4)cc1	-1	5	0	26	-3	-3	0.91	9	1
O=C(NNC(=O)c1ccc(F)cc1)c1ccncc1	-5	4	-1	21	-7	0	1.3	-26	1
Cc1cccc(C(=O)OC(C)C(=O)Nc2ccc(S(=O)(=O)N3CCCC3)cc2)c1O (stereo not given)	5	3	-6	9	-4	-18	1.2	-17	1.2
CCOC(=O)c1[nH]c(C)c(CN(Cc2ccco2)C(=O)C(F)(F)F)c1C	-2	0	1	-4	-4	6	0.96	4	0.94
O=C(CCc1nc2ccccc2c(=O)[nH]1)OCC(=O)N1CCc2ccccc21	-6	0	-3	12	-5	-4	0.96	4	1
CCc1ccc(N(C(=O)c2csnn2)C(C(=O)NC2CCCC2)c2cccnc2)cc1 (stereo not given)	-4	2	-2	11	-11	-7	1.2	-18	1.1
COc1ccc(CNC(=O)CN2C(=O)NC3(CCCCCC3)C2=O)cc1	-3	0	-2	0	-7	-2	0.99	1	1
CC1CN(Cc2ccccc2)c2nc3c(c(=O)[nH]c(=O)n3C)n2C1 (stereo not given)	-2	3	-2	-5	-2	0	1	-4	1
CC1=CC(C)(C)N(C(=O)CN2C(=O)CCC2=O)c2ccccc21	3	-1	-1	-1	-2	5	1.3	-30	0.95
CC(/C=C/c1ccccc1)=N/NC(=O)CNC(=O)c1ccc2c(c1)OCO2	-2	-6	-4	8	-6	8	1	-1	0.92
COC(=O)CCC(=O)N(C)CC1CCCN(CCc2cccc(C(F)(F)F)c2)C1 (stereo not given)	-1	-1	-2	16	-1	0	0.94	6	1
COC(=O)c1ccc(S(=O)(=O)NCc2ccco2)o1	3	1	-2	0	0	2	1.1	-8	0.98
COCCNC(=O)c1ccc(Cl)c(Cl)c1	0	0	-3	-3	-5	2	0.8	20	0.98

Entries of single compounds as entered above. Screens in order: A3A deaminase, SENP1 inh, beta cell repl, NLRP3 yeast inh, A3G deaminase, mIAP block, hIAP activ, hIAP block, mIAP act
O=C(NNC(=O)c1ccc(F)cc1)c1ccncc1 as listed: -5, 4, -1, 21, -7, 0, 1.3, -26, 1
Cc1cccc(C(=O)OC(C)C(=O)Nc2ccc(S(=O)(=O)N3CCCC3)cc2)c1O (stereo not given) as listed: 5, 3, -6, 9, -4, -18, 1.2, -17, 1.2
CCCc1nc2sc3c(c2c(=O)n1NC(=O)CCC(=O)OC)CCCC3 as listed: 2, 2, -2, 20, -3, -4, 1, 0, 1

Later entries
smiles	A3A deaminase	SENP1 inh	beta cell repl	NLRP3 yeast inh	A3G deaminase	mIAP block	hIAP activ	hIAP block	mIAP act
CN(C)S(=O)(=O)c1ccc(Cl)c(NC(=O)c2ccncc2)c1	6	0	-1	9	-1	-4	0.88	12	1
CC(C)Oc1ccc(C(=O)N(Cc2ccco2)C2CCS(=O)(=O)C2)cc1 (stereo not given)	5	4	0	18	-2	3	0.91	10	0.97
O=C(Cc1ccc(Cl)cc1)NCC(=O)N1CCCCC1	3	4	0	-12	-10	0	1	-2	1
O=[N+]([O-])c1cccc(-c2ccc(/C=N/Nc3nc(N4CCCCC4)nc(N4CCCCC4)n3)o2)c1	-3	3	-1	12	-9	6	0.99	1	0.94
COc1ccc(-c2coc3cc(OC)cc(OC)c3c2=O)cc1	0	2	-3	17	-4	-6	1	0	1.1
O=C1[C@H]2[C@@H](/C=C/c3ccccc3)N3C(=O)CN(CC4CC4)C(=O)[C@@]3(Cc3ccccc3)[C@H]2C(=O)N1c1ccccc1	-1	-1	-3	11	20	-7	1.1	-6	1.1
Cc1cc(C)c(NS(=O)(=O)c2ccc(NC(=O)CCC(=O)O)cc2)c(C)c1	-3	0	-3	9	-8	0	1.2	-19	1
CC(C)C(CO)NC(=O)CC(=O)NC(CO)C(C)C (stereo not given)	2	1	0	1	2	5	1.1	-15	0.95
Cc1cccc(C(=O)NCC2CCN(C(=O)c3cccc(C)c3)CC2)c1	2	0	-1	5	-5	-2	1	0	1
CCN(CC)CCNS(=O)(=O)c1ccc2c3c(cccc13)C(=O)N2	-2	-84	-4	6	-9	3	1.2	-21	0.97
O=S1(=O)CCOCCCN1Cc1cccc(F)c1	2	2	-7	13	-5	-6	1.1	-9	1.1
O=C(N/N=C/c1cc(Br)cs1)c1c[nH]c2ccccc12	6	-2	-1	29	1	4	1.1	-8	0.96
Cc1cccc(S(=O)(=O)NNC(=O)c2sc(C)nc2C)c1	4	1	0	19	2	-6	1.1	-14	1.1
CCOC(=O)C(C)Sc1ccc2nnc(CCNS(=O)(=O)c3ccccc3)n2n1 (stereo not given)	0	1	1	11	-6	-11	0.95	5	1.1
